Bioassay records (PubChem)
esBAF inh: inhibitors of esBAF chromatin remodeling in mouse ES cells; hit rate 2% among 350,000; Bmi1-luciferase knock-in reporter, 24 h; 100% = twice the neutral-well signal; reporter increase, % at 12.5 µM; in the data active means activation above about 40%;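 further: 0% = median of the plate's neutral control wells and 100% = double that signal; a rise in the Bmi1 reporter signal indicates esBAF inhibition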
ERp5 block: blocks human ERp5 reductase activity on insulin | Q15084 | ERp5 insulin aggregation, absorbance 650 nm, 90 min | inhibition, % at 9.99 µM | hit rate 0.05% among 350,000 | AID 651711;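 active means mean replicate inhibition above about 25%, with every replicate also reaching it, limit read from the data, passing the limit was not always enough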
XiGFP reactiv: X-chromosome reactivation activator; XiGFP mouse fibroblasts, % GFP-positive cells imaging, 3 d; cells co-treated with 5-aza-dC sensitizer; scaled so ellipticine positive control = 100%; activation, % at 7.58 µM; hit rate 0.055% among 360,000; AID 743238;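 active means mean normalized replicate activation at least 10% and every replicate at or above 10%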;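 further: 0% = median of on-plate neutral control wells and 100% = ellipticine 6 µM median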
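System: 68-5-11 XiGFP fibroblast line; Timing: 3 days compound exposure; Compound dosing: one concentration, pinned; Benchmarks: positive control ellipticine, 6 µM final; Buffer or medium: DMEM containing 5-aza-dC.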
E-selectin induc: induces E-selectin expression in human endothelial cells; HUVEC E-selectin immunofluorescence imaging; normalized: neutral wells 0, TNF-alpha wells 100; activation, % at 7.58 µM; hit rate 0.37% among 260,000; AID 686992;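 active means mean E-selectin-positive cell signal at least 10% of the positive control, reached in at least 60% of replicates, without over 20% cell loss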;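 further: in these data hits start at about 27%; measured in HUVEC primary endothelial cells; signal is the percent of cells scored E-selectin positive by PE staining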
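Read-out: % PE-positive cells | Test system: HUVEC | Doses: One compound dose added by pin transfer | Buffer or medium: EGM-2 over gelatin coat | Signal: Immunofluorescence imaging | Benchmarks: TNF-alpha, DMSO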
RAD54 branch: inhibitors of human RAD54 branch migration; hit rate 0.14% among 360,000; Q92698; AID 602329; RAD54 Holliday junction branch migration, FAM/BHQ fluorescence; inhibition, % at 10.4 µM;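 active means mean normalized replicate activity at least 40 and at least half of replicates scoring 40 or more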;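 further: 0% = median of neutral control wells and 100% = median of positive control wells; inhibitors cause a drop in the FAM fluorescence signal; in these data hits start at about 50%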
Target sequence (Q92698 whole entry, looked up): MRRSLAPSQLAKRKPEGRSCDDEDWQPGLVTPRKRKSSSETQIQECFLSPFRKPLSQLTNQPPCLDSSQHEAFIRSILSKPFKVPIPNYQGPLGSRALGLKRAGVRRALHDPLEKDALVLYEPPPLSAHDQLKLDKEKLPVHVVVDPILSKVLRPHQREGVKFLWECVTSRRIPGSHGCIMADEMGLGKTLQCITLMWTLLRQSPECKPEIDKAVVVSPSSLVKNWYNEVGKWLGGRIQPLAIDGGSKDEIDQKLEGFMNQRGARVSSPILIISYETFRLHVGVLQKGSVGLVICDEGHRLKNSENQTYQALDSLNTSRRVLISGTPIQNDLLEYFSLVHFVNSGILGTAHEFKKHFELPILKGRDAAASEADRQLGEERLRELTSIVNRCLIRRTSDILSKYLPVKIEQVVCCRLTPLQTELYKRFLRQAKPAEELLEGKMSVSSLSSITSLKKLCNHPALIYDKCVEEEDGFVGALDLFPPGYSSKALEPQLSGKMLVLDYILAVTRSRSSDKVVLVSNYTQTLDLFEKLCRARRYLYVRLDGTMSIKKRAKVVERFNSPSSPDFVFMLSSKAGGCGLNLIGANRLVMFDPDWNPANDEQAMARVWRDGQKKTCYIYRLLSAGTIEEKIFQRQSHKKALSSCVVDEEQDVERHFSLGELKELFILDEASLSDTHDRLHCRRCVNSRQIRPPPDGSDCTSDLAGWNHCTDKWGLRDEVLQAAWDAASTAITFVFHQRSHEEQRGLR
ERAP1 HTS inh: inhibitors of human ERAP1 aminopeptidase | recombinant ERAP1, Leu-AMC fluorescence, 60 min | inhibition, % at 10.7 µM | hit rate 0.15% among 340,000 | AID 652197 | Q9NZ08;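 active means mean replicate inhibition of at least 30%, or all replicates individually reaching that 30% level; inactive means mean below 30% and not every replicate reaching it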;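 further: 0% = neutral control wells and 100% = L-leucinethiol positive control wells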
RAD52 anneal inh: blocks human RAD52 DNA annealing. P43351. recombinant RAD52 DNA annealing, FRET fluorescence. inhibition, % at 18.7 µM. hit rate 0.46% among 360,000. AID 651710;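 active means every replicate showing at least 50% inhibition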
S100A4 MyoIIA: blocks human S100A4 binding to myosin IIA peptide. P26447. S100A4/TAMRA-MyoIIA peptide fluorescence polarization. inhibition, % at 10.7 µM. hit rate 0.14% among 360,000;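 active means mean inhibition of at least 70% across replicates, with every replicate also reaching that level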
Target sequence (P26447 whole entry, looked up): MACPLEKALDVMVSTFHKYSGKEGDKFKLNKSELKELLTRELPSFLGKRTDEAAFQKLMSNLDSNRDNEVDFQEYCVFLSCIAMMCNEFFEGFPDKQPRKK
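Material: S100A4 monomer (human). Medium: Calcium-containing HEPES buffer, pH 7.2. Probe or stimulus: labelled myosin peptide probe, 5 nM. Compound dosing: one concentration per compound. Timing: polarization read 5 min after assay mix addition, stable 5–60 min. Benchmarks: DMSO as neutral control, TFP as positive control.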
* marks the source's active call; other numbers are inactive results; . = not tested or not shown. Hits appear at their usual frequency (roughly 2.5% active in at least one column).

SMILES	esBAF inh	ERp5 block	XiGFP reactiv	E-selectin induc	RAD54 branch	ERAP1 HTS inh	RAD52 anneal inh	S100A4 MyoIIA
CCN(C(=O)COC(=O)c1nc(Cl)ccc1Cl)C1CCS(=O)(=O)C1 (stereo unspecified)	1	-3	0.0	1.7	-11	0	2	22
CCOc1ccc(C2CC(c3cccc(C)c3)n3ncnc3N2)cc1 (stereo unspecified)	3	-1	0.0	0.0	-1	1	9	0
CC(C)CCN1CCN(Cc2cccc(-n3cccn3)c2)CC1CCO (stereo unspecified)	0	-1	0.0	-0.1	10	-3	-13	4
CCOC1=C2[C@@H](CN(S(=O)(=O)c3ccccc3)[C@H]2c2ccccc2)[C@H]2C(=O)N(c3ccccc3)C(=O)[C@H]2C1	3	-3	-0.2	0.0	-5	-3	-4	-2
Cc1ccc(C)c(NC(=O)CSc2nnc(-c3ccncc3)o2)c1	-9	.	0.0	.	-6	-10	-9	2
CN1CCN(c2nc(-c3ccc(Cl)cc3Cl)nc3ccccc23)CC1	-7	10	0.2	-0.1	4	-8	-2	-5
CCC(=O)N1[C@H](CO)[C@@H]2c3ccccc3N(C(=O)c3ccncc3)C[C@@H]21	-4	3	0.3	-0.3	0	0	-1	8
CCCNC(=O)C[C@H]1CC[C@H]2[C@@H](COc3ccc(NC(=O)CCC)cc3C(=O)N2C)O1	-1	-105	0.0	0.0	13	2	3	-81
CCC1(C)NC(C(=O)O)Cc2c1[nH]c1ccccc21 (stereo unspecified)	-9	2	0.0	0.3	4	0	-1	7
CCCNC(=O)N1CC2(CN(C(=O)Nc3cccc(F)c3)C2)c2c(n(C)c3cc(OC)ccc23)[C@H]1CO	.	-3	0.2	0.5	.	-1	4	3
CC(C)Cn1c2c(c(=O)[nH]c1=O)C(NS(=O)(=O)c1ccc(Cl)cc1)(C(F)(F)F)C(=O)N2 (stereo unspecified)	-6	-6	-0.1	0.4	-4	-3	5	1
COc1ccc(N/C(=C/[N+](=O)[O-])SC)cc1	.	2	0.0	.	.	1	17	4
C[C@@H]1CCCCO[C@H](CN(C)Cc2ccccc2)[C@@H](C)CN([C@@H](C)CO)C(=O)c2cc(NC(=O)Nc3ccc(C(F)(F)F)cc3)ccc2O1	-7	1	0.3	-0.2	6	-4	-2	0
CN(CC(=O)Nc1ccccc1Br)C(=O)c1ccccc1-c1nc2ccccc2s1	-1	-2	0.0	1.5	2	1	-23	-14
COc1ccc(C#Cc2ccc3c(c2)[C@H]2[C@H](CCN2C(=O)C2CCC2)[C@@H](CO)N3)cc1	.	2	0.0	2.7	.	2	11	5
COc1ccc(NC(=O)N(C)C[C@H]2OCc3cnnn3CCCC(=O)N([C@@H](C)CO)C[C@@H]2C)c(OC)c1	0	-4	-0.1	-0.1	4	-3	-3	0
CCCCn1c(N)c(N(CC)C(=O)c2ccccc2F)c(=O)[nH]c1=O	-1	-1	0.2	-0.1	-4	-1	-10	-19
CCc1nc2c(OCc3ccc(F)cc3)cccn2c1N(C)C(=O)C(C)C	1	-3	0.0	.	13	-1	-17	7
Cc1nn2c(=O)cc(COC(=O)c3c(F)cccc3Cl)nc2s1	31	-2	0.4	0.2	-3	1	2	-8
CCOc1ccc(-n2c(-c3ccco3)nc3c(cnn3-c3ccc(C)cc3)c2=O)cc1	-2	0	0.8	6.3	-3	1	-6	-5
Cc1ccc(NC(=O)CNc2cccc(S(=O)(=O)N3CCCC3)c2)cc1F	1	-5	0.0	1.4	3	4	-9	-2
Cc1nc([N+](=O)[O-])c(SCC(N)=O)n1Cc1ccccc1	.	-1	0.1	.	.	3	6	1
COc1cccc(S(=O)(=O)N(C)C[C@@H]2Oc3ncc(-c4cccc(C(=O)N(C)C)c4)cc3C(=O)N([C@H](C)CO)C[C@H]2C)c1	9	-6	-0.5	-2.4	4	2	13	2
CCN1[C@@H]2c3cccc(=O)n3C[C@H]1[C@H](CO)[C@H]2C(=O)NC1Cc2ccccc2C1	-2	-4	0.5	-0.3	2	0	-6	4
Cc1ccc(NC(=O)CC2OC(=O)c3ccccc32)cc1S(=O)(=O)N1CCCCCC1 (stereo unspecified)	3	-9	0.0	.	-11	5	-161	-2
COc1ccc(S(=O)(=O)N(C)C[C@H]2OCc3ccccc3-c3c(n(C)c4ccccc34)C(=O)N([C@@H](C)CO)C[C@@H]2C)cc1	1	5	-0.3	-0.6	6	2	5	-27
Cc1ccc(OCc2ccc([N+](=O)[O-])cc2)c([N+](=O)[O-])n1	.	-14	0.2	.	6	3	-19	1
CC1CC(C)CN(S(=O)(=O)N2CCCC(C(=O)NCc3ccccc3Cl)C2)C1 (stereo unspecified)	1	6	0.0	.	2	2	-5	-2
CC(C)c1ccc(OCC(=O)Nc2ccc3oc(=O)ccc3c2)cc1	2	-2	0.0	.	11	-5	-8	-1
CN1C(=O)c2cc(NC(=O)C3CCOCC3)ccc2OC[C@H]2O[C@H](CC(=O)NC3CCCC3)CC[C@H]21	-4	5	0.2	-0.1	-6	1	-8	-2
CC1CCCN(C(=O)CSc2ncccn2)C1 (stereo unspecified)	9	-5	0.1	.	-7	-2	-8	-1
O=C(NCC1CCOCC1)c1ccc(OC2CCN(Cc3ccccn3)CC2)cc1	-1	4	0.1	-0.1	5	-1	-20	1
CCC(=O)N1[C@@H]2c3cccc(=O)n3C[C@@H]2[C@@H](CO)[C@@H]1C(=O)NC1CCC1	-4	4	0.2	0.2	0	.	-5	.
O=C(Cc1ccccc1)N1CC(=O)N2[C@H](CO)[C@@H](c3ccc(Br)cc3)[C@@H]2C1	.	-2	0.5	-0.5	.	1	-12	1
CC(C)(C)c1nnc(NC(=O)Cc2ccc(Br)cc2)s1	-1	1	-0.6	0.0	1	-1	-4	4
CCCCN(C(=O)c1ccc2c(c1)S(=O)(=O)N=C1CCCCCN12)c1c(N)n(CC(C)C)c(=O)[nH]c1=O	-7	4	0.2	1.3	-1	12	-14	-2
COc1ccc(C)cc1NC(=O)COC(=O)c1ccc([N+](=O)[O-])o1	.	1	0.1	15	.	-1	-10	-5
CCS(=O)(=O)N1CCN(c2ncnc3sc(C)c(C)c23)CC1	-8	0	0.0	.	-7	3	-14	-1
CCCCNC(=O)NS(=O)(=O)c1ccc(C)cc1	1	0	-0.3	0.1	4	0	5	-2
O=C(COc1ccc2c3c(c(=O)oc2c1)CCC3)N1CCCC1	3	-1	0.0	.	-5	0	-4	-2
COc1ccc(N(CC(=O)N2CCN(c3ccccc3)CC2)S(=O)(=O)c2c(C)noc2C)cc1	-2	8	0.7	0.1	3	2	-3	-1
O=S(=O)(NC(=NCc1ccccc1)c1ccccc1)c1ccc(Br)cc1	4	8	0.0	0.0	-11	1	0	2
COc1cc(OC)cc(C(=O)NC(C)CNc2ccc(Cl)cc2[N+](=O)[O-])c1 (stereo unspecified)	5	3	0.3	-0.1	10	0	-16	-6
Cc1nc2c(OCc3cccc(Cl)c3)cccn2c1N(C)Cc1cccs1	-8	6	0.4	0.7	5	-1	-37	-3
CC(C)CNC(=S)N(CCN(C)C)Cc1cc2cc3c(cc2[nH]c1=O)OCCO3	1	-3	-0.1	.	10	-1	-15	2
CN(CC(=O)Nc1cccc(S(=O)(=O)NC2=NCCC2)c1)Cc1cccc(F)c1	0	-1	0.0	-0.2	7	-2	-7	-2
Cc1nc2ccccc2c(=O)n1NC(=O)c1ccc(Cl)c(Cl)c1	-5	-4	-0.1	.	2	-3	-10	-1
Cc1cc(C)n2c(SCC(=O)NC3CCCCC3)nnc2n1	.	-5	0.0	.	.	-1	-7	3
CN(CCCS(=O)(=O)[O-])c1ccc(/C=C/c2ccc3ccccc3[n+]2C)cc1	13	2	0.0	-0.1	-6	29	-27	-19
CC(NC(=O)c1ccc2c(c1)S(=O)(=O)N=C1CCCCCN12)c1ccc(S(N)(=O)=O)cc1 (stereo unspecified)	2	9	0.0	0.9	-3	5	-5	1

Remaining list, next part:
SMILES	esBAF inh	ERp5 block	XiGFP reactiv	E-selectin induc	RAD54 branch	ERAP1 HTS inh	RAD52 anneal inh	S100A4 MyoIIA
C=CCN(C(=O)c1ccc(Cl)cc1)c1ccccc1C(=O)NCC(=O)O	.	0	0.2	1.7	9	1	-1	7
N=c1c2c(n(Cc3ccc(F)cc3)c3c1CCC3)CCCC2	.	-2	0.0	-2.8	.	-6	2	0
CCCNC(=O)C[C@@H]1CC[C@@H]2[C@@H](COc3ccc(NC(=O)c4ccccc4)cc3C(=O)N2C)O1	2	-2	0.1	0.0	4	1	-8	-5
CC(C)NC(=O)Nc1ccc2c(c1)C(=O)N([C@@H](C)CO)C[C@H](C)[C@@H](CN(C)C(=O)c1ccccc1)OCCCC[C@@H](C)O2	0	3	0.0	-0.1	-3	3	5	-24
Cc1noc(C)c1CCC(=O)Nc1c(C(C)C)cccc1C(C)C	0	-4	0.2	-0.6	4	5	-19	-3
CC(C)CCNC(=O)Cn1c(=O)oc2cc(S(=O)(=O)N3CC(C)CC(C)C3)ccc21 (stereo unspecified)	-11	-1	0.2	0.1	-3	-3	-21	-3
Cc1cc(C)c(S(=O)(=O)N2CCOC2CNC(=O)C(=O)NCc2ccncc2)c(C)c1 (stereo unspecified)	.	2	0.2	-1.1	11	2	-10	-1
COc1ccc(/C=C2\Oc3cc(OC(=O)N4CCOCC4)ccc3C2=O)c(OC)c1	-7	5	0.1	.	-13	-1	-160	1
C[C@@H]1CN([C@@H](C)CO)C(=O)c2cc(C#CCC3CCCC3)cnc2O[C@H]1CN(C)C(=O)CC1CC1	-2	-2	-0.5	0.5	-9	1	9	-3
O=C(c1ccccc1)C1Oc2ccccc2C2CC(c3cccs3)=NN12 (stereo unspecified)	33	7	0.2	7.4	2	2	-115	-5
CSCCC(=O)N(C)CC1CCCN(CCc2cccc(C(F)(F)F)c2)C1 (stereo unspecified)	7	-1	0.0	-0.2	-7	5	-12	0
C[C@@H]1CCCCO[C@@H](CN(C)C)[C@H](C)CN([C@@H](C)CO)C(=O)c2cc(NC(=O)c3ccccc3)ccc2O1	-11	1	0.0	0.1	3	0	-13	-10
Cc1ccc(C(=O)CCC(=O)OCc2nnc(-c3ccccc3)o2)cc1	4	0	0.4	.	0	0	-9	-10
Cc1ccccc1S(=O)(=O)NCC[C@@H]1CC[C@H](NC(=O)Nc2cccc(Cl)c2)[C@@H](CO)O1	9	3	-0.1	-0.4	2	0	-4	2
O=S(=O)(NCCN1CCCC1)c1cccc2cccnc12	-3	-6	-0.1	.	-9	0	-19	11
Cc1nnc2ccc(-c3cccc(NS(=O)(=O)c4ccccc4[N+](=O)[O-])c3)nn12	.	-6	0.3	.	-9	-3	-7	-2
O=C(C[C@H]1CC[C@H]2[C@@H](COC[C@H](O)CN2Cc2nccs2)O1)NCc1ccc(Cl)cc1	3	3	0.1	-0.1	0	2	-11	3
